Compound activity as filed in PubChem BioAssay.
NCOA1 inh – SRC1 coactivator transcriptional activity inhibitors, primary screen, cell-based, luminescence | Nuclear receptor coactivator 1 (Homo sapiens), Q15788 | HEK293 GAL4-SRC1 luciferase reporter | inhibition, % at 3.6 µM | 360,000 tested, 0.12% active | AID 588354, 2011;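 active means inhibition above the campaign mean plus 3 SD, with each screening campaign given its own cutoff, cut at about 60% in these data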;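 further: 0% = DMSO treated cells and 100% = gossypol at 36 µM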
LRH-1 inv ag – LRH-1 (NR5A2) inverse agonists, primary screen, cell-based, luminescence, HEK293T, StAR-luciferase reporter. AID 602396, 2012. LRH-1 transfected, 24 h. 360,000 tested, 0.13% active. Nuclear receptor subfamily 5 group A member 2 (Homo sapiens), O00482. inhibition, % at 3.6 µM;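 active means inhibition above the mean inhibition of all tested compounds plus 3 SD, cut at about 73% in these data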;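 further: 0% = DMSO wells and 100% = reporter-only cells lacking LRH-1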
Target sequence (O00482 whole entry, looked up): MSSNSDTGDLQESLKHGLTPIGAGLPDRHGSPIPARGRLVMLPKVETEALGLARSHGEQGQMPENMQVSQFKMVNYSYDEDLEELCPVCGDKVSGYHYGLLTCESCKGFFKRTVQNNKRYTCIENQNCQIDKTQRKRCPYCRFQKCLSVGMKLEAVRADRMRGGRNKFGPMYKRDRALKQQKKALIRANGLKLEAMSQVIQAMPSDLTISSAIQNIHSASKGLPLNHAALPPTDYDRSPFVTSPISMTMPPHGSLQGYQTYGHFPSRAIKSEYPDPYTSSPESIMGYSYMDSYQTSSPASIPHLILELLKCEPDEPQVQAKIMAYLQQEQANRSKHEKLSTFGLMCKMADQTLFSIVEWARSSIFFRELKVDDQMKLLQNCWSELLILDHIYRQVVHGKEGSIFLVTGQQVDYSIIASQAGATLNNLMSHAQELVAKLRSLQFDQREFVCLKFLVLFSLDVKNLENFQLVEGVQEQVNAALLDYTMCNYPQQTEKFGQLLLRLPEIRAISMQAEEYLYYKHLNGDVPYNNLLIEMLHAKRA
NR2F2 inh – NR2F2 transcriptional activity inhibitors, primary screen, cell-based, luciferase reporter, HEK293T, luminescence. inhibition, % at 8.6 µM. 370,000 tested, 0.7% active. AID 686940, 2013. HEK293T NGFI-A luciferase reporter. COUP transcription factor 2 (Homo sapiens), P24468;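 active means inhibition above a per-plate cutoff, mean inhibition of test wells between control levels plus 3 SD, cut at about 38% in these data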;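 further: cells cotransfected with COUP-TFII expression vector driving the NGFI-A reporter; 0% = median of COUP-TF2 test wells and 100% = reporter-only cells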
Target sequence (P24468 whole entry, looked up): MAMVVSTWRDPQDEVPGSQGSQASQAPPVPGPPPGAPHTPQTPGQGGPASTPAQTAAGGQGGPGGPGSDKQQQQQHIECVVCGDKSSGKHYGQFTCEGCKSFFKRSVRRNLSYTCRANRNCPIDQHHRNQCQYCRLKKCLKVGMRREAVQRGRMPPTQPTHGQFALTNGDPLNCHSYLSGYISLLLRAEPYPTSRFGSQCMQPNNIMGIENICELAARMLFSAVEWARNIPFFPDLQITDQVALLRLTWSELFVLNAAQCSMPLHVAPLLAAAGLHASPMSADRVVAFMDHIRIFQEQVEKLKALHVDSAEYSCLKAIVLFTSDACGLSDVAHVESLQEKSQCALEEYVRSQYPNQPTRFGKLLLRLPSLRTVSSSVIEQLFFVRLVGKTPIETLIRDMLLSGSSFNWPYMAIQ
SRC2 inh – inhibition of GAL4-SRC2 driven luciferase reporter, primary screen, SRC2 inhibitor project, cell-based, luminescence | HEK293 GAL4-SRC2 luciferase reporter | inhibition, % at 9 µM | 370,000 tested, 0.17% active;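 active means inhibition above the mean inhibition of all tested compounds plus 3 SD, set per campaign, cut at about 52% in these data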;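 further: 0% = DMSO treated cells and 100% = cells given Gossypol at 36 µM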
CF NFkB inh – inhibitors of PAF-induced NF-kB signaling, primary screen, cell-based, GFP fluorescence, uHTS. KKLEB NF-kB-GFP reporter, GFP fluorescence overnight. inhibition, % at 5 µM. 360,000 tested, 0.86% active. AID 588850, 2011;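 active means at least 50% inhibition at 5 µM, scaled per plate between neutral and stimulator controls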;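 further: PAF is a Pseudomonas aeruginosa culture filtrate used as stimulus; plate controls were PAF-stimulated DMSO wells for no effect and unstimulated DMSO wells for full effect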
TWEAK-Fn14 inh – inhibitors of TWEAK-Fn14 signaling, primary screen, luciferase reporter cells, uHTS. TWEAK-stimulated Fn14 reporter cells, luciferase luminescence, 8 h. inhibition, % at 10 µM. 360,000 tested, 2% active. AID 1159606, 2016; in the data active means inhibition above about 50%
EBV LMP1 NFkB – EBV LMP1-driven NF-kappaB luciferase reporter inhibitors, primary screen, cell-based, luminescence, single point | inhibition, % at 12.5 µM | LMP1-induced NF-kappaB luciferase reporter cells | AID 504558, 2011 | 350,000 tested, 0.69% active; in the data active means inhibition above about 41%;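 further: 0% = neutral control wells and 100% = reference inhibitor control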
TROY NFkB inh – inhibitors of TROY-driven NF-kB signaling, primary screen, Q293 LMP1-TROYcd cells, NF-kB luciferase, uHTS | 360,000 tested, 0.98% active | AID 1347056, 2019 | Q293 LMP1-TROYcd NF-kB luciferase reporter, 4 h | inhibition, % at 10 µM;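 active means compounds whose plate-normalised and pattern-corrected inhibition of the luciferase reporter signal at the single screening dose is 50% or more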
C8 TRAIL sens – viability loss with TRAIL in NB7+C8 cells, primary screen, TRAIL sensitizer project, cell-based, ATPlite luminescence; inhibition (viability loss, TRAIL sensitization), % at 10 µM; 360,000 tested, 1% active;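 active means compounds causing at least 50% loss of cell viability in the single-dose screen, relative to plate controls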
KKLEB tox – cytotoxicity in KKLEB CF airway cells, primary screen, cytotoxicity control for CF NF-kB inhibitor project, cell-based, uHTS, fluorescence assay plates; KKLEB CF airway cells viability, ATPlite luminescence, overnight; hits give low values; cells stimulated with P. aeruginosa culture filtrate; activity change (cytotoxicity), % at 5 µM; 360,000 tested, 0.36% active;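 active means corrected activity change at or below -50% at 5 µM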
SRC3 inh – SRC3 coactivator transcriptional activity inhibitors, primary screen, cell-based, luminescence; Nuclear receptor coactivator 3 (Homo sapiens), Q9Y6Q9; HEK293 GAL4-SRC3 luciferase reporter; inhibition, % at 3.6 µM; 360,000 tested, 0.17% active; AID 588352, 2011;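 active means inhibition above a per-campaign cutoff, the mean of all compounds plus 3 SD, cut at about 60% in these data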;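 further: 0% = DMSO-treated cells and 100% = gossypol-treated cells at 36 µM; higher means less SRC3-driven luciferase light from the GAL4 reporter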
* hit, by the source's call; · = not tested or not shown.

SMILES	NCOA1 inh	LRH-1 inv ag	NR2F2 inh	SRC2 inh	CF NFkB inh	TWEAK-Fn14 inh	EBV LMP1 NFkB	TROY NFkB inh	C8 TRAIL sens	KKLEB tox	SRC3 inh
Cc1cccc(-c2n[nH]c(=S)n2/N=C/c2ccc(C)o2)c1	-6	0	5	-5	0	-10	-7	-2	0	-1	11
C=CCSc1ncccc1C(=O)O	2	5	-5	-12	1	4	18	0	-17	-4	-12
COc1ccc(NC(=O)N[C@@H](Cc2ccccc2)C(=O)NN)cc1	5	-10	10	-3	11	-10	8	10	2	1	1
Cc1ccccc1CNC(=O)c1ccccc1SCC(=O)NCc1ccco1	-36	-5	-11	-14	21	6	3	-4	1	-14	-4
CCOC(=O)c1c(NC(=O)Nc2cccc(Cl)c2)sc(C)c1C	-9	3	-7	-32	20	-2	1	-12	22	-7	-8
CCC(c1nnnn1CCc1ccccc1)N(Cc1ccco1)Cc1cc2cccc(C)c2[nH]c1=O (configuration not stated)	9	4	-5	-12	13	-13	2	5	-6	-6	11
CCOC(=O)[C@@H]1[C@H]2COc3ccccc3[C@H]2N2C(=O)N(c3cccc(Cl)c3)C(=O)[C@]12C	12	-10	4	-3	32	-25	-10	-30	-5	-32	0
O=C(c1ccc2c(c1)OCO2)N1CCC2(CC1)Oc1ccc(F)cc1C(=O)C21CC(c2ccccc2)=NO1 (configuration not stated)	9	-4	-6	6	1	-5	8	-14	-1	3	-5
COc1ccc(-n2cc(CNC3CCN(C)CC3)c(-c3cccc(F)c3)n2)cc1	-5	15	-6	9	14	-14	-5	-36	3	-7	24
O=C(Nc1nnc(C2CC2)o1)c1ccc(S(=O)(=O)N2CCCc3ccccc32)cc1	4	11	16	-2	26	25	22	26	24	-9	-9
COC(=O)c1cc(Br)ccc1NC(=O)Nc1ccccc1	16	1	8	-9	-2	-3	-3	4	-17	10	16
O=C(O)c1cc(CN2CCOCC2)oc1-c1ccccc1	-15	2	16	1	3	-9	-8	6	-23	2	-14
Cc1cccc(N(Cc2ccccc2)C(=O)C2CCN(C(=O)c3ccccc3C)CC2)c1	15	11	23	1	8	-11	3	-4	9	7	9
CC1CCCCC12NC(=O)N(CC(=O)Nc1ccc(S(=O)(=O)Nc3ncccn3)cc1)C2=O (configuration not stated)	8	-16	17	-15	12	17	6	-14	-13	17	7
COC(=O)/C=C1\N/C(=N\c2nc(C)cc(C)n2)N(c2ccccc2)C1=O	3	0	0	-5	-10	-1	·	-9	2	5	12
CCN(Cc1ccccc1)C(=O)C1CCN(Cc2sccc2C)CC1	-6	15	12	-24	2	-3	-8	10	-2	8	16
COc1ccc(C2CC(c3c(-c4ccccc4)c4cc(Cl)ccc4[nH]c3=O)=NN2S(C)(=O)=O)cc1 (configuration not stated)	2	12	-2	-3	14	15	0	·	-11	-3	6
Cn1c(-c2csc(-c3cccc(C(F)(F)F)c3)n2)n[nH]c1=S	-15	-7	14	-3	-21	-1	3	10	3	-3	10
O=C(c1cc(-c2ccc(Br)cc2)nc2ccccc12)N1CCN(c2ccccc2O)CC1	7	4	10	3	16	15	23	6	20	-3	13
O=C(O)c1[nH]c2ccccc2c1-c1ccccc1	-1	11	7	-3	-12	-15	5	-2	-1	2	-7

Another view of part of the listing above.
Every second line gives: NCOA1 inh	LRH-1 inv ag	NR2F2 inh	SRC2 inh	CF NFkB inh	TWEAK-Fn14 inh	EBV LMP1 NFkB	TROY NFkB inh	C8 TRAIL sens	KKLEB tox	SRC3 inh
- Cc1cccc(N(Cc2ccccc2)C(=O)C2CCN(C(=O)c3ccccc3C)CC2)c1
 : 15	11	23	1	8	-11	3	-4	9	7	9
- O=C(c1cc(-c2ccc(Br)cc2)nc2ccccc12)N1CCN(c2ccccc2O)CC1
 : 7	4	10	3	16	15	23	6	20	-3	13

(more compounds)
SMILES	NCOA1 inh	LRH-1 inv ag	NR2F2 inh	SRC2 inh	CF NFkB inh	TWEAK-Fn14 inh	EBV LMP1 NFkB	TROY NFkB inh	C8 TRAIL sens	KKLEB tox	SRC3 inh
O=C(O)CC(c1ccccc1)N1C(=O)c2ccccc2C1=O (configuration not stated)	-6	12	-17	-6	22	5	-1	6	-15	-1	10
Cc1cc(C)nc(NS(=O)(=O)c2ccc(NC(=O)CCC(=O)O)cc2)n1	-4	-24	6	21	0	-50	-20	10	-8	9	10
O=C(Cn1cncn1)NCCC(c1ccccc1)c1ccccc1	-3	-15	-9	-10	14	1	-10	-2	-1	5	11
CCOC(=O)c1[nH]c(C)c(C(=O)NCCc2ccc(OC)cc2)c1C	13	-8	5	7	-13	9	5	7	-1	14	7
O=C(Nc1ccc(NC(=S)NC(=O)c2ccco2)cc1)c1ccc(Br)cc1	-2	-15	14	27	23	5	6	37	-10	-15	-29
COc1ccc2c(c1)c(=O)oc1cc(OCC(=O)NC3CCCCC3)ccc12	-11	13	-16	3	-17	-15	7	-8	10	-5	8
CC1C(=O)N(c2ccc(S(=O)(=O)N(C)C)cc2)C1(/C=C/c1ccccc1)C(=O)NC1CCCC1 (configuration not stated)	-6	9	-1	16	0	2	-26	4	-1	2	4
CCCNC(=O)COC(=O)CCC(=O)c1ccc(F)cc1	-1	-14	-8	-9	10	9	-5	6	-12	-2	16
OC(c1cccc(Cl)c1)c1ncc(-c2ccc3ccccc3c2)[nH]1 (configuration not stated)	-15	-14	-21	-17	-60	-14	·	-31	4	7	-4
Cc1cccc(NC(=O)CCCn2cc([N+](=O)[O-])cn2)n1	-2	-30	4	-11	4	-9	5	7	20	-4	1
O=S(=O)(Nc1nc(-c2ccco2)c(-c2ccco2)s1)c1ccc(F)cc1F	-19	0	3	7	14	17	1	-10	20	-14	-1
COc1ccc(N2C(=NC(=O)C3CCCO3)SC3CS(=O)(=O)CC32)cc1 (configuration not stated)	-2	1	1	5	10	16	5	-31	13	6	12
O=S(=O)(c1ccccc1)N1CCSC1c1ccco1 (configuration not stated)	6	4	-9	-9	-3	0	15	6	-10	0	19
COCCC(=O)N1CCC(n2nccc2NC(=O)c2ccccc2C)CC1	0	12	14	-8	-19	-6	-2	-11	32	0	5
c1ccc2c(c1)ccc1nnc(-c3ccc4c(c3)OCO4)n12	9	17	10	-4	-2	11	8	27	-12	-4	-14
Cc1ccc(S(=O)(=O)NCC(=O)N2CCOCCOCCOCCOCC2)cc1	-1	9	7	7	-2	-8	-5	-13	8	4	3
CN(C)S(=O)(=O)c1ccc2c(c1)C(CC(=O)O)NC2=O (configuration not stated)	5	-10	11	-16	-2	0	4	-17	-3	0	-8
Cc1cc(Cl)ccc1NC(=S)NCCCO	17	-10	6	-5	-8	-11	-6	0	0	6	11
O=C(CCC(=O)N1CCN(S(=O)(=O)c2ccc(Cl)cc2)CC1)Nc1ccc(Cl)cc1Cl	-12	-29	-19	-12	24	15	-6	8	0	-4	12
CC(=NCc1cccnc1)C1=C(O)c2ccccc2C1=O	-30	0	-10	-22	6	8	-7	-2	17	-10	0
O=C(OCc1nnc(-c2ccccc2)o1)c1cc(S(=O)(=O)N2CCOCC2)ccc1F	0	-12	1	-12	-4	-45	4	-19	2	4	13
COc1ccc(NC(=O)CCN2C(=O)c3ccc([N+](=O)[O-])cc3C2=O)c(OC)c1	0	0	5	1	8	0	-7	14	-22	9	6
COc1ccc(-c2cc(C(=O)NCC3CCCO3)c3cc(C(C)C)ccc3n2)cc1 (configuration not stated)	9	11	19	17	10	-22	-12	3	-7	-9	-20
CN(C)C(=O)CCc1ccc2c3c([nH]c2c1)[C@]1(CCc2ccccc2)[C@@H](C(=O)N2CCCCC2)C[C@H](CC(=O)NCc2ccco2)C(=O)N1CC3	8	7	3	-10	-6	26	8	3	-6	-2	10
CC(=O)C(Cc1ccccc1)NC(=O)COC(=O)c1cccc(C)c1[N+](=O)[O-] (configuration not stated)	-18	-13	0	-13	0	-14	-3	-11	0	-11	-71
Cc1cccc(NC2=C(Cl)C(=O)OC2NC(=O)c2ccccc2)c1 (configuration not stated)	2	-2	1	-7	5	5	9	14	-5	12	-1
O=C(Nc1ccc(N2CCOCC2)cc1)c1cccnc1	-18	-45	-1	-26	-2	8	-3	-5	4	1	-15
CCS(=O)(=O)c1nc(NC(C)=O)n[nH]1	-1	-13	5	13	3	13	4	-9	8	6	18

Of the compounds above, 14 contain four or more nitrogen atoms:
SMILES	NCOA1 inh	LRH-1 inv ag	NR2F2 inh	SRC2 inh	CF NFkB inh	TWEAK-Fn14 inh	EBV LMP1 NFkB	TROY NFkB inh	C8 TRAIL sens	KKLEB tox	SRC3 inh
Cc1cccc(-c2n[nH]c(=S)n2/N=C/c2ccc(C)o2)c1	-6	0	5	-5	0	-10	-7	-2	0	-1	11
COc1ccc(NC(=O)N[C@@H](Cc2ccccc2)C(=O)NN)cc1	5	-10	10	-3	11	-10	8	10	2	1	1
CCC(c1nnnn1CCc1ccccc1)N(Cc1ccco1)Cc1cc2cccc(C)c2[nH]c1=O (configuration not stated)	9	4	-5	-12	13	-13	2	5	-6	-6	11
COc1ccc(-n2cc(CNC3CCN(C)CC3)c(-c3cccc(F)c3)n2)cc1	-5	15	-6	9	14	-14	-5	-36	3	-7	24
O=C(Nc1nnc(C2CC2)o1)c1ccc(S(=O)(=O)N2CCCc3ccccc32)cc1	4	11	16	-2	26	25	22	26	24	-9	-9
CC1CCCCC12NC(=O)N(CC(=O)Nc1ccc(S(=O)(=O)Nc3ncccn3)cc1)C2=O (configuration not stated)	8	-16	17	-15	12	17	6	-14	-13	17	7
COC(=O)/C=C1\N/C(=N\c2nc(C)cc(C)n2)N(c2ccccc2)C1=O	3	0	0	-5	-10	-1	·	-9	2	5	12
Cn1c(-c2csc(-c3cccc(C(F)(F)F)c3)n2)n[nH]c1=S	-15	-7	14	-3	-21	-1	3	10	3	-3	10
Cc1cc(C)nc(NS(=O)(=O)c2ccc(NC(=O)CCC(=O)O)cc2)n1	-4	-24	6	21	0	-50	-20	10	-8	9	10
O=C(Cn1cncn1)NCCC(c1ccccc1)c1ccccc1	-3	-15	-9	-10	14	1	-10	-2	-1	5	11
Cc1cccc(NC(=O)CCCn2cc([N+](=O)[O-])cn2)n1	-2	-30	4	-11	4	-9	5	7	20	-4	1
COCCC(=O)N1CCC(n2nccc2NC(=O)c2ccccc2C)CC1	0	12	14	-8	-19	-6	-2	-11	32	0	5
CN(C)C(=O)CCc1ccc2c3c([nH]c2c1)[C@]1(CCc2ccccc2)[C@@H](C(=O)N2CCCCC2)C[C@H](CC(=O)NCc2ccco2)C(=O)N1CC3	8	7	3	-10	-6	26	8	3	-6	-2	10
CCS(=O)(=O)c1nc(NC(C)=O)n[nH]1	-1	-13	5	13	3	13	4	-9	8	6	18
